Screening results: PubChem BioAssay, National Center for Advancing Translational Sciences (NCATS)
TDP1 block = inhibitors of human tyrosyl-DNA phosphodiesterase TDP1. Q9NUW8. recombinant TDP1, AlphaScreen DNA substrate cleavage. Potency, µM (top dose mostly 130 µM), inactives show at the highest dose activity change, negative = inhibition, hits mostly inhibitors. 350,000 tested, 0.28% active. AID 485290; note: nearly all actives have a fitted effect of over 40% in size
Target sequence (Q9NUW8 whole entry, looked up): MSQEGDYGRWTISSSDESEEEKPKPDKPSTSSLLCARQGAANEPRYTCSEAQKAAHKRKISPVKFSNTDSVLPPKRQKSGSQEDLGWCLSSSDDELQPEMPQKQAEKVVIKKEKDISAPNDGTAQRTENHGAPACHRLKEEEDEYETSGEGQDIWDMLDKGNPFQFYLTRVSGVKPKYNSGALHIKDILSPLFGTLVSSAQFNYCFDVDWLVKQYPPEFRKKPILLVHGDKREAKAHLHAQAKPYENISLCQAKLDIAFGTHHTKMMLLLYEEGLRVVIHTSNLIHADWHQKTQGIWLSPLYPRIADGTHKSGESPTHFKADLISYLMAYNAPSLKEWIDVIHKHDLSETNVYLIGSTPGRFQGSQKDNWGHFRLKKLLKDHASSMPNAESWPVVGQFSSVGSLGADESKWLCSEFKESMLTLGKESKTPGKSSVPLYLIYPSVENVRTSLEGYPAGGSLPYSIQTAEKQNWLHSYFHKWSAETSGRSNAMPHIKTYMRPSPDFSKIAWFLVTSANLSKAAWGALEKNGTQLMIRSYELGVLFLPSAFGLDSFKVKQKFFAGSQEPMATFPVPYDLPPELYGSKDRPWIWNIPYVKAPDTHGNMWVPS
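Recombinant E. coli-expressed Tdp1 (1 nM) preincubated with compound 15 min at RT, then 5'-biotin/3'-phosphotyrosine-FITC DNA substrate (15 nM) added for 5 min. AlphaScreen beads (10 ug/ml) added, 10 min RT; tyrosine-FITC cleavage read as signal loss.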
TDP1 cell CPT = DT40-hTDP1 cell growth loss with CPT; chicken DT40 Tdp1-/-;hTDP1 cells + 20 nM CPT, ATP luminescence, 48 h; Potency, µM (titrated, usually from 46.2 µM), without a hit: at the top dose activity change, negative = growth inhibition, actives largely listed as inhibitors; 420,000 tested, 12% active; AID 686979; note: nearly all actives have a fitted effect of over 55% in size
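Chicken DT40 Tdp1-/- cells stably complemented with human TDP1 were seeded at 400 cells/well in medium containing 20 nM camptothecin, exposed to pin-transferred compounds, and grown at 37 °C for at least 48 hr. Viability was read as ATP luminescence.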
DT40 TDP1 no CPT = qHTS for Inhibitors of human tyrosyl-DNA phosphodiesterase 1 (TDP1): qHTS in cells in absence of CPT; 420,000 tested, 15% active; DT40 Tdp1-/- hTDP1 cells, no CPT, ATP luminescence, 48 h; Potency, µM (titrated, usually from 46.2 µM), for the others: top-dose activity change, negative = growth inhibition, most hits filed as inhibitors; note: nearly all actives have a fitted effect of over 55% in size
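No-CPT arm: Tdp1-/-;hTDP1 DT40 cells (400/well) plus compounds, incubated ≥48 hr at 37 °C. Readout CellTiter-Glo luminescence.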
The depositor's hits bear a star; ? = inconclusive; · = not tested or not shown; [ ] = another dose, or the depositor's remark. Calls come from the whole dose curve; as a rule, active = well fitted curve in the direction sought with a large enough effect; inconclusive = small, poorly fitted or top-dose-only effect, or another doubt; inactive = no such curve, though single readings can be large; an effect the other way counts as inactive or inconclusive. % is set by controls: 0 for no effect and ±100 for the full control effect; potency is the fitted concentration of half-maximal effect.

Results follow in this order: TDP1 block	TDP1 cell CPT	DT40 TDP1 no CPT
1. CN(C)S(=O)(=O)NC(c1ccccc1)c1ccccc1
→ 7%	0%	-20%
2. O=C(COc1ccc2c3c(c(=O)oc2c1)CCC3)NCc1ccncc1
→ 4%	1%	0%
3. COc1ccccc1/C=C1\SC(=S)N(CCC(=O)N2CCCCC2CCO)C1=O (stereo not given)
→ 9%	16µM*	?
4. COc1ccc(CNC(=O)CN(C(=O)CCC(=O)Nc2nccs2)c2ccc(C)cc2)cc1
→ -1%	-29%	?
5. Cc1ccccc1N(CC(=O)NC(C)(C)C)C(=O)CCC(=O)Nc1nccs1
→ 1%	1%	-5%
6. O=C(O)c1ccc(CN2C(=O)c3ccc(Oc4ccc([N+](=O)[O-])cc4)cc3C2=O)cc1
→ 4%	2%	-1%
7. CC(C)N1CCC(C)(C(=O)Nc2ccccc2Oc2ccccc2)C1 (stereo not given)
→ ·	-12%	-12%
8. O=C1CCC(=O)N1c1ccc(NC2CCN(Cc3ccccc3)CC2)c([N+](=O)[O-])c1
→ 0%	-20%	-1%
9. O=C(Nc1ccc(S(=O)(=O)N2CCCC2)cc1)C1CCCN1C(=O)c1cccs1 (stereo not given)
→ -5%	1%	-19%
10. O=C(CCC1CCCN(C(=O)Cc2ccc(F)cc2)C1)N1CCN(c2ccccn2)CC1 (stereo not given)
→ 0%	?	?
11. Nc1nc(NCc2ccccc2)nc(NCc2ccccc2)c1[N+](=O)[O-]
→ -3%	-4%	-15%
12. COc1ccc(CC(=O)Nc2ccc3c(c2)CCC3)cc1
→ -3%	-14%	?
13. O=C(CSCc1ccc(Cl)cc1)Nc1ccc(S(=O)(=O)N2CCOCC2)cc1
→ 1%	?	?
14. S=C(NCc1cccnc1)Nc1cccc(Cl)c1
→ 4%	5%	?
15. C[C@H](CO)N1C[C@H](C)[C@H](CN(C)C(=O)c2ccccn2)Oc2ncc(Br)cc2C1=O
→ ·	-6%	-12%
16. COc1ccc(C(C(=O)NC2CCCC2)n2c(Cc3cc(F)cc(F)c3)nc3ccccc32)cc1 (stereo not given)
→ ·	?	?
17. CC1(C)CC(C(N)=S)CCO1 (stereo not given)
→ 0%	6%	8%
18. Cc1cc(NC(=O)c2ccccc2)ncc1NC(=O)c1cccs1
→ -2%	?	-30%
19. COc1ccc(OC)c(NC(=O)CSc2nc(N3CCOCC3)nc(N3CCOCC3)n2)c1
→ 6%	?	?
20. Cn1c(=O)c2sccc2n2c(CCC(=O)N3CCN(c4ccccc4)CC3)nnc12
→ 2%	?	-29%
21. CCC(C)NS(=O)(=O)c1ccc(N)cc1 (stereo not given)
→ -8%	-1%	0%
22. C[C@]1(O)CC(=O)C=C[C@H]1Nc1ccccc1
→ ·	?	18µM*
23. Cc1ccc(NC(=O)CCNS(=O)(=O)c2ccc3c(c2)CCC(=O)N3)cc1F
→ ·	-1%	?
24. O=C(CSc1nnc(-c2cccs2)o1)c1cccs1
→ 6%	-28%	-11%
25. Cn1cc(S(=O)(=O)N2CCc3ccccc32)cc1C(=O)NC1CCCCC1
→ ·	-29%	-25%
26. Cc1noc(C)c1C(=O)OCC(=O)/C=C1/N(C)c2ccccc2C1(C)C
→ ·	?	12µM*
27. COc1cc(CC(=O)OCc2ccccc2F)cc(OC)c1OC
→ 5%[0.0935 µM]	-2%	-24%
28. COc1cc(OC)c(OC)cc1CNc1cc(C)ccc1OC
→ 12%	?	?
29. CC(=NNC(=O)c1ccncc1)c1ccccc1O
→ ·	0.18µM*	0.13µM*
30. O=C(O)Cn1c2ccccc2c2n[nH]c(=S)nc21
→ ·	15%	14%
31. Cc1cc(S(=O)(=O)NC(C)C)ccc1OCC(=O)NCc1ccccc1
→ -2%	-7%	?
32. CC(=O)c1ccc(NC(=S)NCc2cccnc2)cc1
→ -5%	-23%	-1%
33. Cc1cccc2cc(CN(CC3CCCO3)C(=O)c3cccs3)c(=O)[nH]c12 (stereo not given)
→ 1%	1%	9%
34. O=C(O)CSc1nnc(-c2ccccc2Br)n1-c1cccc(C(F)(F)F)c1
→ 3%	-9%	-4%
35. COc1ccccc1NC(=O)C(C)OC(=O)CSCC(=O)Nc1ccc(C)cc1C (stereo not given)
→ 1%	0%	-3%
36. Cc1c(C(=O)NCCC#N)sc(=O)n1Cc1ccc(C(=O)N(C)C)cc1
→ ·	3%	-3%
37. CCCCN(C(=O)CC1CCCC1)c1c(N)n(CCC)c(=O)[nH]c1=O
→ 1%	-19%	-7%
38. Cc1cc(C(F)(F)F)nc(CCNC(=O)C2CCC(=O)N(Cc3cccc(F)c3)C2)n1 (stereo not given)
→ 1%	3%	-2%
39. Cc1noc(C)c1S(=O)(=O)NC(=O)C1(C)CCN1C(=O)c1ccc(C2CCCCC2)cc1 (stereo not given)
→ ·	6%	-7%
40. COc1ccccc1C1CC(=O)NC(SCC(=O)Nc2ccccc2)=C1C#N (stereo not given)
→ -4%	-3%	-23%
41. COc1ccc(CCNC(=O)c2cc3c(=O)n4ccccc4nc3n2C)cc1
→ 4%	-9%	-12%
42. CCc1cccc(NC(=O)CN2CCCN(Cc3cccc(C)c3)S2(=O)=O)c1
→ 1%	?	29µM*
43. COCCNC(=O)c1cccc2c(-c3ccnn3C)coc12
→ ·	?	?
44. C=CCNC(=O)c1ccccc1NC(=O)c1ccccc1
→ 4%	-2%	-4%
45. CCCC(=O)N1CCC1(C)C(=O)Nc1cc(OC)ccc1OC (stereo not given)
→ ·	-26%	-3%
46. O=C(O)c1ccc2c(c1)C(=O)N(Cc1ccccc1)C2=O
→ 1%	-12%	-20%
47. Cc1ccc(S(=O)(=O)c2n[nH]n3c2nc(=O)c2ccccc23)cc1
→ 1%	-6%	?
48. O=[N+]([O-])c1cc(S(=O)(=O)NCCN2CCOCC2)ccc1Sc1nnnn1-c1ccccc1
→ 3%	5.8µM*	6.5µM*
49. CCN(Cc1ccccc1)C(=O)Cn1c(=O)oc2cc(S(=O)(=O)N3CCCCCC3)ccc21
→ 8%	16µM*	15µM*
50. CS(=O)(=O)Cc1cc(Sc2ccccc2)nc(-c2ccncc2)n1
→ 0%	-7%	-21%
51. CCCN1CCN(C(=O)Nc2ccc(C(=O)OCC)cc2)CC1
→ 1%	9%	-10%
52. CCCCc1c(-c2cccc(F)c2)ncn1CCc1ccccc1OC
→ ·	21µM*	21µM*
53. CCOC(=O)C1=C(C)N=c2sc(=Cc3cc(Cl)c(OCC(=O)O)c(OC)c3)c(=O)n2C1c1ccccc1Cl (stereo not given)
→ ·	?	21µM*
54. C(=N\N(c1ccccc1)c1ccccc1)/c1ccc(N2CCOCC2)s1
→ -3%	-36%	?
55. O=C1NC(Cc2ccc(O)cc2)c2nc3cc(F)ccc3c(=O)n2-c2ncccc21 (stereo not given)
→ ·	0%	-7%
56. CCOC(=O)C1=CN(Cc2ccccc2)CCC1=O
→ ·	-16%	-9%
57. CSc1n[nH]c(NC(C)=O)n1
→ 3%	-21%	-6%
58. CC1(C)C(=O)Nc2ccccc2N1C(=O)Cn1ncc(Cl)c(Cl)c1=O
→ 2%	23µM*	23µM*
59. CCCc1nnc(SCC(=O)Nc2ccc(Cl)cc2Cl)o1
→ 0%	-14%	-4%
60. CCN(CC)CCNC(=O)c1ccc(NC(=O)c2cccc(S(=O)(=O)Nc3ccc(C)cc3)c2)cc1
→ 5%	?	?

Later entries:
Results follow in this order: TDP1 block	TDP1 cell CPT	DT40 TDP1 no CPT
61. Cc1nc(Nc2c(Cl)cccc2Cl)sc1C(=O)Nc1ccccc1
→ -1%	-17%	-21%
62. CC(NC(=O)Cn1nc(C(=O)O)c2ccccc2c1=O)C12CC3CC(CC(C3)C1)C2 (stereo not given)
→ 4%	7%	-10%
63. CC(Cc1ccccc1)N1C(=O)c2cccc([N+](=O)[O-])c2C1=O (stereo not given)
→ ·	12%	7%
64. COc1ccc(Cn2c(SCc3ccc(C(=O)NCc4ccccc4F)cc3)nc3cccnc32)cc1
→ -1%	?	?
65. CCOC(=O)CSc1nc2cc(OCC)ccc2cc1C#N
→ -2%	-21%	-24%
66. CN1CCN(C(=O)Nc2cccc(-c3ccccc3)c2)CC1
→ 4%	-7%	-13%
67. CC(C)Cn1cnc2c(=O)oc3ccccc3c21
→ 8%	-19%	-14%
68. CC(C)N=C1SCC(C)(/C=N/O)S1 (stereo not given)
→ -1%	-5%	-2%
69. CCOCCC(=O)Nc1ccc2c(c1)c(=O)n(C)n2Cc1cccc(C(F)(F)F)c1
→ ·	-18%	-20%
70. Cc1sc2nc(CN3CCOCC3)nc(N3CCOCC3)c2c1C
→ 3%	1%	?
71. O=C(CSc1nnc(-c2ccc(S(=O)(=O)N3CCCC3)cc2)o1)NCc1ccccc1
→ 8%	23µM*	18µM*
72. Cc1ccc(OCCSc2ncccn2)c(C)c1
→ -5%	-14%	0%
73. Cc1nc2cc(NC(=O)N3c4ccccc4CC3C)ccc2o1 (stereo not given)
→ 7%	?	?
74. Cc1ccc(OCc2cc(C(=O)NCC3COCCO3)no2)cc1C (stereo not given)
→ 7%	?	?
75. Cc1cc(=O)[nH]c(SCC(=O)NCC2CCCCC2)c1C#N
→ 5%	-5%	0%
76. CCn1cc(S(=O)(=O)N2CCN(c3ccc(Cl)cc3)CC2)cn1
→ 1%	?	-29%
77. Cc1ccc(S(=O)(=O)N2CCN(C(=O)C3=COCCO3)CC2)cc1C
→ 2%	?	?
78. Cn1c(Cc2ccccc2)nnc1SCc1cc(=O)n2ccsc2n1
→ -2%	7%	1%
79. O=C(CSc1ccccc1)N1CCN(S(=O)(=O)c2cccs2)CC1
→ 1%	-22%	1%
80. CC(C)(CO)CNC(=O)CCc1nnc(C2(c3ccc(Cl)cc3)CCC2)o1
→ -5%	-7%	-23%
81. COc1cc2c(cc1NC(=O)C(C)NCc1ccccc1)oc1ccccc12 (stereo not given)
→ -3%	?	16µM*
82. COc1cccc(OCC(=O)N(C)Cc2nc(-c3ccccc3)no2)c1
→ 2%	7%	-3%
83. O=C(C1=C(O)C(=O)N(c2ccccc2)C1c1ccc([N+](=O)[O-])cc1)c1cccs1 (stereo not given)
→ 4%	-5%	?
84. CCOc1ccc(CCNC(=O)COC(=O)/C=C/c2ccc(OC(F)F)c(OC)c2)cc1OCC
→ 1%	-22%	?
85. COCCn1c(SCC(=O)NCc2ccccc2)nc2ccccc21
→ 2%	7%	-19%
86. COn1c(SC2CCCCC2)nc2ccccc2c1=O
→ -4%	2%	-8%
87. CCOC(=O)C1CCCN(C(=O)c2cc(S(=O)(=O)N3CCCCCC3)ccc2OC)C1 (stereo not given)
→ 1%	?	-22%
88. COc1ccc2nc3cc(Cl)ccc3c(Nc3ccc(O)c(CN4CCN(C)CC4)c3)c2c1
→ ·	1.8µM*	1.5µM*
89. COc1cccc(NC(=O)COC(=O)c2cccnc2)c1
→ 4%	-4%	-20%
90. CCC(C)(C(=O)NC1CCCC1)N(C(C)=O)c1ccc(C)cc1 (stereo not given)
→ -3%	-16%	?

Down the list, quoted from above.
DT40 TDP1 no CPT for entries 78 to 89 → 1%, 1%, -23%, 16µM*, -3%, ?, ?, -19%, -8%, -22%, 1.5µM*, -20%
TDP1 cell CPT for entries 78 to 89 → 7%, -22%, -7%, ?, 7%, -5%, -22%, 7%, 2%, ?, 1.8µM*, -4%
TDP1 block for entries 78 to 89 → -2%, 1%, -5%, -3%, 2%, 4%, 1%, 2%, -4%, 1%, ·, 4%

The list goes on:
Results follow in this order: TDP1 block	TDP1 cell CPT	DT40 TDP1 no CPT
91. Cc1ccnc(NC(=O)Nc2cccc(F)c2)c1
→ -3%	-6%	7%
92. O=C(O)C1(c2ccccc2)CCN(S(=O)(=O)c2ccc(Cl)s2)CC1
→ 1%	-9%	17%
93. CCOC(=O)N1CCC2(CC1)C(C#N)=C(N)OC1=C2C(=O)CC(C)(C)C1
→ -3%	-8%	-11%
94. CCN(CC)c1ccc(NC(=O)COc2ccc(-n3cnnn3)cc2)cc1
→ 5%	5%	?
95. Nc1c(C(=O)NCc2ccco2)nnn1Cc1ccccc1
→ 0%	1%	-12%

Entries of single compounds from above. Order of screens: TDP1 block	TDP1 cell CPT	DT40 TDP1 no CPT
CCN(CC)c1ccc(NC(=O)COc2ccc(-n3cnnn3)cc2)cc1 across the screens: 5%	5%	?
Nc1c(C(=O)NCc2ccco2)nnn1Cc1ccccc1 across the screens: 0%	1%	-12%
Cc1ccnc(NC(=O)Nc2cccc(F)c2)c1 across the screens: -3%	-6%	7%
O=C(O)C1(c2ccccc2)CCN(S(=O)(=O)c2ccc(Cl)s2)CC1 across the screens: 1%	-9%	17%
CCOC(=O)N1CCC2(CC1)C(C#N)=C(N)OC1=C2C(=O)CC(C)(C)C1 across the screens: -3%	-8%	-11%

Outcome played no part in choosing rows. About 18% of those tested had a hit in this group.
